POLH inh: qHTS for Inhibitors of Polymerase Eta. 390,000 compounds, 1.2% hits. Potency, µM (series often up to 114 µM), for the others: at the top dose activity change, negative = inhibition, usual class: inhibitors. recombinant Pol eta, fluorescent DNA replication assay. AID 588591, 2011; note: potency is the fitted concentration of half-maximal effect; % is set by controls: 0 for no effect and ±100 for the full control effect
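Fluorescent replication assay: 50 nM final substrate added after a 15 min room-temperature compound preincubation with 10 nM enzyme. Signal taken at 0 min and again at 10 min.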
Anesthetic bind: qHTS Assay for Identification of Novel General Anesthetics. Ferritin light chain (Equus caballus), P02791. apoferritin/1-aminoanthracene competitive binding, fluorescence. Potency, µM (top dose mostly 77.5 µM), for the others: at the highest dose activity change, negative = displacement, most hits filed as inhibitors. 350,000 compounds, 0.074% hits; note: potency is the fitted concentration of half-maximal effect; % is set by controls: 0 for no effect and ±100 for the full control effect; nearly all actives have a fitted effect of over 20% in size
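10 uM apoferritin + 50% sat. 1-AMA, PBS; cpd 10 min RT; Ex380/Em535 endpoint; normalized to free probe vs complex; 4-param Hill fit; propofol titration as pos. ctrl.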
Glioma ERSR ind: qHTS for Inducers of the Endoplasmic Reticulum Stress Response (ERSR) in Human Glioma: qHTS; U87-MG GRP78 promoter luciferase reporter, 16 h; Potency, µM, without a hit: top-dose activation, actives largely listed as activators; 420,000 compounds, 0.02% hits; note: potency is the fitted concentration of half-maximal effect; series mostly up to about 76 µM; % of control where 0% means no effect; nearly all actives have a fitted effect of over 35% in size
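Stably transfected U87-MG glioma cells carrying a GRP78-based luciferase sensor; 16 h compound incubation. Luminescence end-point read 10 min after Bright-Glo addition at room temperature.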
Pol beta inh: qHTS Assay for Inhibitors of DNA Polymerase Beta; 340,000 compounds, 1.3% hits; Potency, µM (highest dose often 114 µM), for the others: at the top dose activity change, negative = inhibition, actives largely listed as inhibitors; Pol beta primer extension/strand displacement, fluorescence kinetic; note: potency is the fitted concentration of half-maximal effect; % is set by controls: 0 for no effect and ±100 for the full control effect
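Values derive from four-parameter Hill fits of normalized kinetic data: reads at 0 and 10 min following addition of 50 nM substrate to 10 nM Pol beta preincubated 15 min with compound.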
BLM helicase inh: qHTS Assay for Inhibitors of Bloom's syndrome helicase (BLM); recombinant BLM DNA unwinding, fluorescence dequenching; Potency, µM (series often up to 56.1 µM), for the others: at the highest dose activity change, negative = inhibition, hits mostly inhibitors; 350,000 compounds, 0.2% hits; AID 2528, 2010;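 note: potency is the fitted concentration of half-maximal effect; plate controls were vehicle for no effect and no enzyme for full effect; nearly all actives have a fitted effect of over 35% in size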
LDHA block: qHTS assay for inhibitors of human lactate dehydrogenase | 480,000 compounds, 0.15% hits | purified LDHA, NADH/diaphorase-resazurin fluorescence; active compounds read low | activity change, % (values are at about 110 or 230 µM); in the data active = activity change below about -30%; inconclusive = mostly about -25% to -30%;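 note: plate controls were DMSO wells for no effect and wells without enzyme for full effect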
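Resorufin fluorescence (ex540/em590), read at 0 and 20 min after diaphorase/resazurin addition, reports the NADH left after a 5 min room-temperature reaction of 2 nM human LDH5 with 0.06 mM NADH and 0.2 mM pyruvate.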
APE1 inh: qHTS Assay for Inhibitors of the Human Apurinic/apyrimidinic Endonuclease 1 (APE1); 350,000 compounds, 0.35% hits; DNA repair nuclease/redox regulator APEX1 (Homo sapiens), P27695; Potency, µM (top dose mostly 65.8 µM), for inactives: at the top dose activity change, negative = inhibition, actives largely listed as inhibitors; recombinant APE1, TAMRA/BHQ-2 abasic DNA cleavage fluorescence; AID 2517, 2012;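 note: potency is the fitted concentration of half-maximal effect; plate controls were vehicle for no effect and reference inhibitor for full effect; nearly all actives have a fitted effect of over 55% in size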
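Compound pre-exposure to 0.75 nM APE1, 15 min at ambient temperature. Reaction initiated with 50 nM TAMRA/BHQ-2 THF substrate, read immediately in kinetic mode, 525 nm excitation, 598 nm emission.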
Pol iota inh: qHTS for Inhibitors of Polymerase Iota | DNA polymerase iota (Homo sapiens), Q9UNA4 | Pol iota fluorescent replication assay, 10 min | Potency, µM (top dose mostly 115 µM), for the others: top-dose activity, negative = inhibition, actives largely listed as inhibitors | 390,000 compounds, 1% hits | AID 588590, 2011; note: potency is the fitted concentration of half-maximal effect
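Pol iota at 10 nM preincubated 15 min with compounds at room temperature; reaction started with fluorescent substrate, 50 nM final. Fluorescence read kinetically at 0 and 10 min; buffer-only wells as negative control.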
POLK inh: qHTS for Inhibitors of Polymerase Kappa. DNA polymerase kappa (Homo sapiens), Q9UBT6. purified Pol kappa, fluorescent DNA synthesis assay, 10 min. Potency, µM (highest dose often 107 µM), inactives show at the top dose activity, negative = inhibition, usual class: inhibitors. 400,000 compounds, 0.53% hits. AID 588579, 2011; note: potency is the fitted concentration of half-maximal effect; % is set by controls: 0 for no effect and ±100 for the full control effect
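Enzyme at 10 nM met test compounds for 15 min at room temperature. Substrate addition (50 nM final) began the reaction, which was monitored by fluorescence at 0 and 10 min.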
* hit, by the source's call; ? = inconclusive; nt = no result given; [ ] = remark or other dose. Unless noted, calls come from the whole dose curve; as a rule, active = well fitted curve in the direction sought with a large enough effect; inconclusive = small, poorly fitted or top-dose-only effect, or another doubt; inactive = no such curve, though single readings can be large; an effect the other way counts as inactive or inconclusive. The list is partial; count on the stated rates, not on these rows.

SMILES	POLH inh	Anesthetic bind	Glioma ERSR ind	Pol beta inh	BLM helicase inh	LDHA block	APE1 inh	Pol iota inh	POLK inh
COc1ccc(NC(=O)c2ccccc2F)cc1Cl	-8%	-11%	-5%	7%	-1%	-5	-1%	1%	0%
CCOC(=O)C1CCN(CC(O)COc2ccc(S(=O)(=O)N3CCCC3)cc2[N+](=O)[O-])CC1 (stereo not given)	-12%	nt	-1%	nt	nt	0	57%	12%	0%
COc1cccc(CN2C(=O)C(C)N(C(=O)c3c(F)cccc3F)c3ccccc32)c1 (stereo not given)	-15%	-20%	-5%	-3%	-10%	-1	15%	2%	12%
COc1ccc(Cl)cc1Nc1nc(-c2cccnc2)cs1	-8%	-6%	6%	?	-14%	-2	-19%	-10%	-6%
COc1ccc(S(=O)(=O)CCC(=O)NCCc2ccc(S(N)(=O)=O)cc2)cc1	-8%	5%	-5%	-18%	-4%	-3	-3%	-1%	-12%
COc1cccc(CCC(=O)Nc2cccc(S(=O)(=O)N3CCCC3)c2)c1OC	-10%	nt	-1%	nt	nt	-4	6%	?	-16%
CCN1C(=O)N[C@@H](c2cccc(C(F)(F)F)c2)C(C(C)=O)=C1C	-1%	nt	-1%	nt	-1%[12.4 µM]	2	-1%[12.4 µM]	17%	-4%
CCC(=O)NC[C@H](Cc1ccc(OCCc2nc(-c3ccccc3)oc2C)cc1)N/C(C)=C\C(=O)c1ccc(C(F)(F)F)cc1	nt	?	-8%	nt	-19%	nt	6%	nt	?
CCc1ccc(CNC(=O)c2cc3c(=O)oc4ccc(C)cc4c3s2)cc1	-17%	1%	-1%	15%	-4%	-2	nt	16%	-8%
COc1ccc(CNc2ncncc2-c2c(C)noc2C)c(OC)c1	nt	nt	-3%	nt	2%	nt	1%	nt	-1%[60.1 µM]
Cc1occc1-c1nnc(SCC(=O)NC(C)(C)C)n1C(C)c1ccccc1 (stereo not given)	3%	0%	?	1%	1%	-2	13%	9%	-6%
CN(C1CCCCC1)S(=O)(=O)c1cc2c3c(c1)CCN3C(=O)CC2	-19%	nt	1%	nt	nt	-2	6%	-29%	2%
S=C(NCCN1CCCCC1)Nc1ccccc1	4%	-4%	-2%	21%	-1%	0	2%	-19%	1%
COc1ccc(C(=O)c2c(-c3ccc(OC)cc3)oc3ccccc23)cc1	-8%	nt	0%	nt	nt	1	-10%	10%	17%
Cc1cccc(C)c1NC(=O)CSc1nc(-c2ccccc2)nc2c1Cc1c(CO)cnc(C)c1O2	-6%	-9%	-2%	-21%	-1%	-4	nt	26%	-9%
CCOC(=O)N1CCN(CC(O)COCc2ccc(Cl)cc2)CC1 (stereo not given)	-7%	-5%	0%	2%	1%	-1	-3%	6%	-17%
C/C(=C/c1ccccc1)C(=O)N1CCN(c2ccccc2F)CC1	-19%	-17%	0%	-1%	-1%	-1	-24%	1%	1%
CCc1cccc(NC(=O)Cn2c3[n+](c4ccc(C(F)(F)F)cc42)CCCCC3)c1	-17%	-13%	-1%	-2%	5%	-21	10%	16%	-8%
Cc1[nH]c2ccc(C(=O)NCCN3CCOCC3)cc2c1C	-9%	-6%	-1%	13%	3%	0	-10%	69%[activator]	4%
COc1ccc(CC(NC(C)=O)C(=O)NC2CCN(C(=O)c3ccncc3)CC2)cc1OC (stereo not given)	-17%	-5%	-4%	33%	-7%	0	3%	48%[activator]	5%
O=C(CSc1nnc(-c2c[nH]c3ccccc23)o1)NCC1CCCO1 (stereo not given)	-11%	nt	-3%	nt	nt	-9	2%	19%	-2%
S=C(Nc1ccc2nccnc2c1)N1CCCC1	-14%	-9%	-2%	-5%	-2%	-4	0%	113%[activator]	-11%
O=C(NCc1ccccn1)Nc1ccc(F)cc1F	6%	-11%	5%	98%	-4%	-18	11%	8%	-6%
Cc1cc(O)c(C(C)C)cc1NC(=O)Cn1nc(C)c2ccccc2c1=O	-4%	4%	-3%	0%	-5%	-7	2%	-2%	0%
CN(C)c1ccc(C(=S)N2CCCCCC2)cc1	-1%	?	0%	-5%	-6%	-3	2%	?	-22%
CC(C)=C1SC(N2CCN(c3ccc(Cl)cc3)CC2)=NC1=O	-21%	6%	-6%	?	-7%	-3	2%	-17%	-8%
Cc1ccc(C(C)(C)C)cc1S(=O)(=O)N1CCC(C(=O)N2CCN(c3ccc(O)cc3)CC2)CC1	-11%	nt	-1%	nt	nt	21	-7%	-10%	-21%
N#Cc1cccc(S(=O)(=O)NCC(=O)OCC(=O)c2ccc[nH]2)c1	-24%	-11%	-3%	?	-3%	3	-4%	107%[activator]	-11%
CCOC(=O)c1cccc(NC(=O)CCn2c(-c3ccc(F)cc3)cc(C(=O)OCC)c2C)c1	?	-9%	-3%	-2%	-8%	-7	nt	16%	-18%[60.1 µM]
O=C(NCc1cccc(Cl)c1)C1CCC(=O)N(CCCN2CCOCC2)C1 (stereo not given)	2%	-9%	-5%	1%	0%	-2	17%	-2%	-6%
Cc1ccc(S(=O)(=O)N2CCC(C(=O)OC(C)C(=O)N3CCOCC3)CC2)cc1 (stereo not given)	-21%	nt	-2%	nt	nt	-12	2%	24%	-3%
Cc1cc(C)n(CCNCc2c(C(=O)N3C[C@@H](C)O[C@@H](C)C3)nc3ccc(Cl)cn23)n1	-4%	-1%	2%	12%	-3%	-10	-1%	22%	-3%
CCOc1ccccc1NC(=O)NC1CCCc2ccccc21 (stereo not given)	2%	-9%	-1%	11%	-5%	-5	7%	18%	4%
Cc1cccc(NC(=O)c2cc3c(=O)n(Cc4ccco4)ccc3nc2C)c1	-8%	-8%	0%	3%	-2%	-4	nt	12%	-24%
COc1ccc(CNC(=O)CCCN2C(=O)CSc3c2c(C)nn3-c2ccccc2)c(OC)c1	-8%	4%	-4%	13%	-3%	-2	nt	-18%	-6%
COc1ccc(-c2nc3ccccc3c(=O)n2CCc2ccc(O)cc2)cc1	-22%	0%	6%	23%	-2%	0	-5%	4%	0%
CCOC(=O)N/N=C(\C)c1ccc(OC(F)F)cc1OC(F)F	0%	-12%	-6%	1%	-8%	-3	0%	11%	-4%
O=S(=O)(c1ccccc1)N1CCN(Cc2cccc(Br)c2)CC1	-10%	nt	-4%	nt	nt	-11	nt	108%[activator]	-8%
Cc1ccc(-n2c(C)cc(C=C3C(=O)CC(C)(C)CC3=O)c2C)cc1	-10%	-12%	-2%	16%	-3%	-9	5%	15%	-9%
COc1ccc(N=CC2=C(O)CC(c3ccccc3)CC2=O)c(OC)c1 (stereo not given)	-18%	-2%	-5%	?	-8%	-4	2%	-10%	-15%

Seven records picked at random from the list so far, as already listed:
SMILES	POLH inh	Anesthetic bind	Glioma ERSR ind	Pol beta inh	BLM helicase inh	LDHA block	APE1 inh	Pol iota inh	POLK inh
Cc1ccc(-n2c(C)cc(C=C3C(=O)CC(C)(C)CC3=O)c2C)cc1	-10%	-12%	-2%	16%	-3%	-9	5%	15%	-9%
CC(C)=C1SC(N2CCN(c3ccc(Cl)cc3)CC2)=NC1=O	-21%	6%	-6%	?	-7%	-3	2%	-17%	-8%
Cc1ccc(C(C)(C)C)cc1S(=O)(=O)N1CCC(C(=O)N2CCN(c3ccc(O)cc3)CC2)CC1	-11%	nt	-1%	nt	nt	21	-7%	-10%	-21%
COc1ccc(-c2nc3ccccc3c(=O)n2CCc2ccc(O)cc2)cc1	-22%	0%	6%	23%	-2%	0	-5%	4%	0%
Cc1cc(C)n(CCNCc2c(C(=O)N3C[C@@H](C)O[C@@H](C)C3)nc3ccc(Cl)cn23)n1	-4%	-1%	2%	12%	-3%	-10	-1%	22%	-3%
O=C(NCc1cccc(Cl)c1)C1CCC(=O)N(CCCN2CCOCC2)C1 (stereo not given)	2%	-9%	-5%	1%	0%	-2	17%	-2%	-6%
CCOC(=O)N/N=C(\C)c1ccc(OC(F)F)cc1OC(F)F	0%	-12%	-6%	1%	-8%	-3	0%	11%	-4%

The listing picks up; the 4 compounds before the break are reprinted first.
SMILES	POLH inh	Anesthetic bind	Glioma ERSR ind	Pol beta inh	BLM helicase inh	LDHA block	APE1 inh	Pol iota inh	POLK inh
CCOC(=O)N/N=C(\C)c1ccc(OC(F)F)cc1OC(F)F	0%	-12%	-6%	1%	-8%	-3	0%	11%	-4%
O=S(=O)(c1ccccc1)N1CCN(Cc2cccc(Br)c2)CC1	-10%	nt	-4%	nt	nt	-11	nt	108%[activator]	-8%
Cc1ccc(-n2c(C)cc(C=C3C(=O)CC(C)(C)CC3=O)c2C)cc1	-10%	-12%	-2%	16%	-3%	-9	5%	15%	-9%
COc1ccc(N=CC2=C(O)CC(c3ccccc3)CC2=O)c(OC)c1 (stereo not given)	-18%	-2%	-5%	?	-8%	-4	2%	-10%	-15%
COc1ccc(-c2nc3cc(NC(=O)c4ccc(C)cc4)ccc3o2)cc1Cl	2%	-7%	-5%	-3%	-7%	-15	nt	-4%	-13%
O=C(N/N=C1\CCCCc2ccccc21)c1ccccn1	-5%	?	-1%	2%	1%	-4	-1%	81%[activator]	-12%
O=C(Nc1ccc(N2CCN(C(=O)c3ccco3)CC2)cc1)c1ccccc1	-10%	-6%	1%	3%	-6%	-3	-3%	53%[activator]	0%
COc1cccc2c1Oc1ncccc1N(c1ccc(C(=O)NCc3ccccc3C)s1)C2	-9%	254%[activator]	-3%	2%	-7%	-3	nt	17%	-7%
CC(=O)Nc1cccc(NC(=O)C2C3C=CC(C3)C2C(=O)O)c1 (stereo not given)	-10%	6%	-4%	26%	-1%	0	-11%	-1%	10%
